Bfl-1 displacement – Bfl-1 inhibitors, primary screen, biochemical, fluorescence polarization, FITC-Bid, mouse (AID 432); Bcl-2-related protein A1 (Mus musculus); FITC-Bid BH3 peptide fluorescence polarization displacement; higher % means a stronger effect; displacement, % at 20 µM, or IC50 in µM where a hit was titrated; 0.02% of 64,000 active; in the data active means a potency from the dose series; inactive means the rest, 99 in 100 with displacement below about 15%; further: strong numbers were not always called active
MK inhibit – S. pneumoniae MK inhibitors, primary screen, biochemical, PK/LDH-coupled NADH absorbance; mevalonate kinase [Streptococcus pneumoniae D39]; purified MK, PK/LDH-coupled NADH absorbance 340 nm; inhibition, % at 10 µM; 0.48% of 65,000 active; AID 555, 2006;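 active means ranked among the strongest by inhibition in the single 10 µM screen, a fixed top-ranked set picked for dose follow-up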; further: no value below 0 was filed
KRASV12 cytotoxicity – cytotoxicity in KRAS-transformed pancreatic duct cells, primary screen, cell-based, fluorescence, HTS (AID 431). HPDE-C7K KRASV12 cells, Alamar Blue viability, 48 h; higher % means a stronger effect. cytotoxicity, % at 10 µM, or EC50 in µM where a hit was titrated. 1.7% of 63,000 active;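 active means compounds whose percent cytotoxicity in the single-dose primary screen, scaled between solvent and toxic-drug controls, exceeds 50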;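 further: 0% = DMSO solvent wells and 100% = doxorubicin-treated wells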
LYP inhibition – LYP phosphatase inhibitors, primary screen, biochemical, DiFMUP fluorescence, recombinant catalytic domain, 10 µM (AID 606); Tyrosine-protein phosphatase non-receptor type 22 (Homo sapiens); recombinant LYP catalytic domain, DiFMUP fluorescence; higher % means a stronger effect; inhibition, % at 10 µM, or IC50 in µM where a hit was titrated; 52,000 tested, under 10 active;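 active means IC50 under 40 µM in the dose-response test; inactive means IC50 of 40 µM or more, or never dose-tested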
PMK inhibit – S. pneumoniae PMK inhibitors, primary screen, biochemical, mevalonate pathway, pilot trial included. phosphomevalonate kinase (Streptococcus pneumoniae D39). purified PMK, PK/LDH-coupled NADH absorbance 340 nm. inhibition, % at 10 µM. 0.49% of 65,000 active. AID 539, 2006;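 active means top-ranked compounds by inhibition in the single 10 µM screen, taking a fixed number of the strongest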;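 further: 0% = full reaction with DMSO carrier and 100% = background rate without enzyme reaction; no value below 0 was filed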
HPDE-C7 cytotoxicity – cytotoxicity in HPDE-C7 cells, cell-based, fluorescence, HTS (AID 430); HPDE-C7 pancreatic duct cells viability, fluorescence; higher % means a stronger effect; 1.8% of 63,000 active; one-dose cytotoxicity, % at 10 µM; EC50 in µM for titrated hits;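 further: cells exposed to compound for 48 hours before viability readout; 0% = vehicle and 100% = reference cytotoxic drug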
HT1080 cytotoxicity – cytotoxicity in HT1080 fibrosarcoma cells, cell-based, fluorescence readout (AID 620). HT1080 viability, fluorescence; higher % means a stronger effect. 0.42% of 87,000 active. one-dose cytotoxicity, % at 10 µM; EC50 in µM for titrated hits;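 further: cells exposed to compound overnight then 4 h with Alamar Blue; 0% = vehicle DMSO and 100% = killing control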
TNAP inhibition – human TNAP enzyme inhibitors, biochemical, luminescent (AID 518) | Alkaline phosphatase, tissue-nonspecific isozyme (Homo sapiens) | one-dose inhibition, % at 20 µM; IC50 in µM for titrated hits | purified TNAP enzyme, luminescent substrate readout; higher % means a stronger effect | 0.09% of 64,000 active; in the data active means a potency from the dose series; inactive means the rest, 99 in 100 with inhibition below about 22%;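 further: plate controls were vehicle for no effect and reference inhibitor for full effect; many of its hits are not listed in these tables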
DPM-DC inhibit – S. pneumoniae DPM-DC inhibitors, primary screen, biochemical, PK/LDH-coupled NADH fluorescence. diphosphomevalonate decarboxylase (Streptococcus pneumoniae D39). 0.49% of 65,000 active. purified DPM-DC. AID 556, 2006. calls only at 10 µM;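 active means the 320 compounds with the highest percent inhibition in the single-dose primary screen, excluding strongly autofluorescent ones, cut at about 32% in these data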;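 further: kinetic rate of NADH fluorescence loss reporting ADP formed by the decarboxylase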
PMK inhibit pilot replicates – recorded beside PMK inhibit, whose call it bears; inhibition, %; measured here: pilot screen replicates
MK inhibit pilot replicates – also measured in MK inhibit; calls as there; inhibition, %; measured here: pilot screen replicates
DPM-DC inhibit pilot screen % – further read-out of DPM-DC inhibit, marked with its call; inhibition, %; measured here: pilot screen trials
The depositor's hits bear a star; i = inactive; · = not tested or not shown; + = active, no number. Unless noted, no stated cut-off is given here; in the data, active means cytotoxicity above about 50%; inactive means the rest.

SMILES	Bfl-1 displacement	MK inhibit	KRASV12 cytotoxicity	LYP inhibition	PMK inhibit	HPDE-C7 cytotoxicity	HT1080 cytotoxicity	TNAP inhibition	DPM-DC inhibit	others
Cc1[nH]nc2c1C(c1ccccn1)N(c1ccc(Br)cc1)C2=O (stereo not drawn)	6%	8	-6%	1%	0	-3%	28%	-3%	i
Cc1cc(C)c2c(CN3CCN(C/C=C/c4ccccc4)CC3)cc(=O)oc2c1	3%	8	73%*	5%	3	70%*	-4%	8%	i
CCCC(=O)Nc1nn(CCC)c2nc3ccccc3cc12	-1%	0	9%	3%	2	8%	4%	4%	i
Cc1nc(SCC(=O)Nc2ccc(F)cc2)c2oc3ccccc3c2n1	-3%	11	-30%	·	9	-22%	-17%	8%	i
CCOC(=O)c1sc(NC(=O)COC(=O)Cn2cnc3ccccc32)c(C(=O)OCC)c1C	5%	0	-1%	12%	14	4%	-4%	10%	i	PMK inhibit pilot replicates=3.0;MK inhibit pilot replicates=2.0;DPM-DC inhibit pilot screen %=6.0
CC1=CC(C)(C)Nc2cc(C)c(C)cc21	-5%	10	-4%	·	8	-2%	-4%	12%	i
CCn1c(=O)n(CC)c2cc(S(=O)(=O)N3CCOCC3)ccc21	-1%	9	-3%	1%	0	-2%	4%	4%	i
COc1ccc(-c2cc(N)n(S(=O)(=O)Cc3ccccc3)n2)c(OC)c1	1%	6	11%	-2%	5	2%	5%	12%	i
Cc1onc(-c2ccccc2)c1C(=O)NC(C)C	-9%	9	-16%	-2%	7	-18%	-9%	6%	i
CSC1=NCCN1C(=O)C(C)(C)Oc1ccc(Cl)cc1	-4%	0	-1%	10%	0	-14%	4%	8%	i
CCC(C)NC(=O)c1ccccc1C(=O)NC(C)CC (stereo not drawn)	-7%	5	-2%	-17%	0	-2%	-2%	17%	i
Nc1nc(CSc2nc3ccccc3[nH]2)cs1	-2%	4	7%	5%	0	9%	2%	-16%	i
CCOC(=O)c1c(C)nc2ncccn12	0%	8	-14%	6%	4	-14%	8%	8%	·
CC(C)c1nnc(NC(=O)CSc2nc3ccccc3s2)s1	-2%	7	-15%	·	7	-8%	13%	12%	i
COn1cnnc1-c1ccccc1	-5%	0	-14%	-6%	3	-9%	7%	15%	i
Cn1c(COc2ccc(Cl)cc2)nc2ccccc2c1=O	-2%	59*	-17%	4%	17	-13%	12%	2%	i
COc1ccc(C2CC(C(F)(F)F)n3nc(C(=O)Nc4ccc5c(c4)OCO5)cc3N2)cc1 (stereo not drawn)	-3%	5	-11%	-6%	0	-7%	5%	7%	i
Cc1ccc(OCCNC(=O)c2ccco2)cc1C	-2%	2	-12%	-3%	6	-5%	0%	1%	i
O=C(C(Cc1ccccc1)N1C(=O)C2C3C=CC(C3)C2C1=O)N1CCCCCC1 (stereo not drawn)	3%	6	-5%	5%	0	-1%	1%	3%	i
O=C(CSc1nnc(-c2ccccc2Cl)n1Cc1ccco1)Nc1ccc2c(c1)OCCO2	-6%	10	-6%	-4%	4	-13%	-5%	12%	i	PMK inhibit pilot replicates=4.5;MK inhibit pilot replicates=0.0;DPM-DC inhibit pilot screen %=1.0
Cc1occc1C(=O)N1CCN(c2ccc(Cl)c(Cl)c2)CC1	-4%	0	10%	0%	0	-1%	0%	6%	i
O=C(Cn1c(=O)oc2ccccc21)Nc1ccc(S(=O)(=O)N2CCCCC2)cc1	4%	0	-10%	·	0	0%	0%	3%	i	PMK inhibit pilot replicates=0.0;MK inhibit pilot replicates=0.0;DPM-DC inhibit pilot screen %=1.0
CC(C)Cn1c(=O)c(C2=NS(=O)(=O)c3ccccc3N2)c(O)c2ccccc21	1%	19	-12%	5%	13	-28%	26%	13%	·	PMK inhibit pilot replicates=2.5;MK inhibit pilot replicates=1.5
O=C(COc1ccc(-n2cnnn2)cc1)NC1CCCCC1	2%	0	-3%	1%	17	0%	1%	8%	i

The list goes on; the last 6 above are carried over.
SMILES	Bfl-1 displacement	MK inhibit	KRASV12 cytotoxicity	LYP inhibition	PMK inhibit	HPDE-C7 cytotoxicity	HT1080 cytotoxicity	TNAP inhibition	DPM-DC inhibit	others
O=C(C(Cc1ccccc1)N1C(=O)C2C3C=CC(C3)C2C1=O)N1CCCCCC1 (stereo not drawn)	3%	6	-5%	5%	0	-1%	1%	3%	i
O=C(CSc1nnc(-c2ccccc2Cl)n1Cc1ccco1)Nc1ccc2c(c1)OCCO2	-6%	10	-6%	-4%	4	-13%	-5%	12%	i	PMK inhibit pilot replicates=4.5;MK inhibit pilot replicates=0.0;DPM-DC inhibit pilot screen %=1.0
Cc1occc1C(=O)N1CCN(c2ccc(Cl)c(Cl)c2)CC1	-4%	0	10%	0%	0	-1%	0%	6%	i
O=C(Cn1c(=O)oc2ccccc21)Nc1ccc(S(=O)(=O)N2CCCCC2)cc1	4%	0	-10%	·	0	0%	0%	3%	i	PMK inhibit pilot replicates=0.0;MK inhibit pilot replicates=0.0;DPM-DC inhibit pilot screen %=1.0
CC(C)Cn1c(=O)c(C2=NS(=O)(=O)c3ccccc3N2)c(O)c2ccccc21	1%	19	-12%	5%	13	-28%	26%	13%	·	PMK inhibit pilot replicates=2.5;MK inhibit pilot replicates=1.5
O=C(COc1ccc(-n2cnnn2)cc1)NC1CCCCC1	2%	0	-3%	1%	17	0%	1%	8%	i
CCCc1cc(=O)[nH]c(SCC(=O)c2cc(C)n(C(C)COC)c2C)n1 (stereo not drawn)	-1%	10	10%	6%	13	7%	-10%	8%	i
Cc1ccc(C(=O)N2CCCC2)cc1S(=O)(=O)Nc1ccccc1	-6%	0	-7%	-1%	6	-14%	-3%	7%	i
COc1cccc(OCc2nc3ccccc3[nH]2)c1	1%	12	11%	0%	8	-2%	·	9%	i	PMK inhibit pilot replicates=1.0;MK inhibit pilot replicates=1.5;DPM-DC inhibit pilot screen %=1.0
O=C(Nc1ccc(-c2cn3ccsc3n2)cc1)C1COc2ccccc2O1 (stereo not drawn)	4%	6	22%	12%	15	10%	0%	5%	i
CC1=C(C(=O)Nc2ccccc2C)C2(CCCC2)C(C(N)=O)C(=O)N1 (stereo not drawn)	6%	9	-3%	3%	7	6%	6%	3%	i	PMK inhibit pilot replicates=2.5;MK inhibit pilot replicates=0.0;DPM-DC inhibit pilot screen %=0.5
COc1ccccc1OCC(=O)N(Cc1nc(-c2ccccc2)no1)C1CCCCC1	2%	7	13%	19%	10	10%	5%	-3%	i
Cc1cc(C)n(C(=O)CNC(=O)c2ccc3c(c2)OCCO3)n1	-6%	3	21%	8%	8	14%	-7%	11%	i
CC(C)N(C)C1CCN(C(=O)Nc2ccc(Cl)cc2)CC1	2%	0	-1%	·	1	-3%	4%	6%	i
C=CCn1c(=O)[nH]c2cc(C(=O)N3CCN(c4cc(C)ccc4C)CC3)ccc2c1=O	3%	4	-8%	·	1	-22%	·	20%	i	PMK inhibit pilot replicates=2.5;MK inhibit pilot replicates=0.0;DPM-DC inhibit pilot screen %=4.5
CCOC(=O)N1CCC(c2[nH][nH]c(=O)c2C)CC1	-6%	0	-2%	5%	18	0%	-13%	0%	i
Cc1c(C(=O)N2CCCCC2)oc2ccc(S(=O)(=O)N3CC(C)CC(C)C3)cc12 (stereo not drawn)	0%	0	12%	17%	10	-2%	0%	18%	i
Cc1ccc(S(=O)(=O)CCC(=O)c2ccc(O)cc2O)cc1	-6%	13	8.8µM*	4%	7	9.1µM*	9%	9%	i
COc1ccc(S(=O)(=O)Cc2ccc(C(=O)N3CCC(C(N)=O)CC3)o2)cc1	-2%	5	-8%	0%	0	4%	-1%	-2%	i
Cc1cc(C)n(-c2cc(-c3ccccc3)nc(C)n2)n1	2%	10	-2%	7%	4	-1%	0%	7%	i
O=C(Nc1ccccc1)c1cnc2n(c1=O)CCS2	-1%	2	-1%	9%	6	-7%	0%	16%	i	PMK inhibit pilot replicates=4.0;MK inhibit pilot replicates=0.0;DPM-DC inhibit pilot screen %=2.5
Cc1ccc2[nH]c3c(c2c1)CN(C(=O)CN1CCN(Cc2ccc4c(c2)OCO4)CC1)CC3	10%	5	14%	12%	18	0%	4%	9%	i
COc1nc(-c2ccc(Cl)cc2)ccc1-c1noc(-c2ccco2)n1	-7%	7	4%	-3%	0	-12%	7%	12%	i
CC(=O)Nc1ccc(OCC(O)Cn2nc(C)nc2C)cc1 (stereo not drawn)	-8%	0	-21%	2%	7	-27%	8%	12%	i	PMK inhibit pilot replicates=0.0;MK inhibit pilot replicates=0.0;DPM-DC inhibit pilot screen %=0.5
O=C(c1cccn2c(=O)c3ccccc3nc12)N1CCN(Cc2ccc3c(c2)OCO3)CC1	-4%	1	4%	10%	3	6%	1%	7%	·
COC(=O)c1cc(NC(=O)c2nccnc2C(=O)O)cc(C(=O)OC)c1	-2%	2	-2%	13%	0	-12%	-4%	2%	i
O=C(Nc1ccc(N2CCCCC2)cc1)c1cccnc1	5%	2	-18%	·	8	-12%	-3%	5%	+
CCC(C)(C)NC(=O)C(c1cccn1C)N(C(=O)Cn1nnc2ccccc21)c1ccccc1OC (stereo not drawn)	2%	0	-15%	-4%	7	-30%	16%	14%	i
CCC(=O)Nc1nnc(-c2ccco2)o1	-3%	9	-15%	9%	8	-24%	-1%	-7%	i
CC(=O)Nc1cc(C(=O)O)ccc1S(=O)(=O)c1ccc(C)cc1	-9%	0	0%	-22%	15	-13%	6%	11%	i

Among those listed so far, these have an aryl thioether with sulfur outside any ring:
SMILES	Bfl-1 displacement	MK inhibit	KRASV12 cytotoxicity	LYP inhibition	PMK inhibit	HPDE-C7 cytotoxicity	HT1080 cytotoxicity	TNAP inhibition	DPM-DC inhibit	others
Cc1nc(SCC(=O)Nc2ccc(F)cc2)c2oc3ccccc3c2n1	-3%	11	-30%	·	9	-22%	-17%	8%	i
Nc1nc(CSc2nc3ccccc3[nH]2)cs1	-2%	4	7%	5%	0	9%	2%	-16%	i
CC(C)c1nnc(NC(=O)CSc2nc3ccccc3s2)s1	-2%	7	-15%	·	7	-8%	13%	12%	i
O=C(CSc1nnc(-c2ccccc2Cl)n1Cc1ccco1)Nc1ccc2c(c1)OCCO2	-6%	10	-6%	-4%	4	-13%	-5%	12%	i	PMK inhibit pilot replicates=4.5;MK inhibit pilot replicates=0.0;DPM-DC inhibit pilot screen %=1.0
CCCc1cc(=O)[nH]c(SCC(=O)c2cc(C)n(C(C)COC)c2C)n1 (stereo not drawn)	-1%	10	10%	6%	13	7%	-10%	8%	i

Assay outcomes: PubChem, several laboratories
